BL2 CD40 inh = CD40 pathway inhibition in BL2 cells. BL2 NF-kB luciferase reporter, CD40L-induced, 4 h. 0.94% of 83,000 active. inhibition, % at 10 µM;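 active means mean inhibition of at least 50% with a set share of replicates also reaching that level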;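 further: 0% = neutral control wells and 100% = IKK inhibitor VII at 50 µM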
An asterisk follows results filed as active; & = joins results of further samples; [ ] = remark or other dose. These rows are one share of the data. The share of hits here may be higher or lower than overall.

SMILES	BL2 CD40 inh
CCn1c(C)[n+](Cc2ccccc2)c2ccc(Cl)cc21	8
Cc1nn(CCCC(=O)Nc2sc3c(c2C#N)CCC3)c(C)c1[N+](=O)[O-]	20
Nc1ccn(C2CCCCO2)c(=O)n1 (stereo unspecified)	-6
COCCCn1nnnc1SCC(=O)N1c2ccccc2CC1C (stereo unspecified)	7
CCNC(=O)[C@@H]1[C@@H](CO)[C@@H]2Cn3c(ccc(-c4cccc(F)c4)c3=O)[C@H]1N2C(=O)c1cnccn1	-4[25 µM]
CC(C)NC(=O)N(C)C[C@@H]1OCc2ccccc2-c2ccccc2C(=O)N([C@H](C)CO)C[C@H]1C	-7
CCOc1cc(N2CCOCC2)c(OCC)cc1NC(=O)COC(=O)c1c(CC)noc1C	-4
CCCCNc1c(-c2cccc(SC3CCCCC3)c2)nc2ccc(Cl)cn12	-21
Cc1noc(C)c1COc1ccccc1C(=O)N1CCN(S(=O)(=O)c2ccccc2C(F)(F)F)CC1	24
O=C(c1ccc(C(=O)N2CCCc3ccccc32)nc1)N1CCCc2ccccc21	4
CC1(NC(=O)c2cc(Cl)nc3ccccc23)CCS(=O)(=O)C1 (stereo unspecified)	12
O=C(N/N=C/c1c[nH]c2ccc(Br)cc12)c1ccccn1	-11
CCCCCCCCCCCC1C(=O)C(=O)CC(=O)C1=O	0[25 µM]
COCCCN1CN(S(=O)(=O)c2cccs2)c2nc3ccccc3nc21	-6
COCC(=O)N1C[C@@H]2[C@H](c3ccccc31)[C@H](CO)N2C(=O)c1ccncc1	10[25 µM]
C[C@H]1CN([C@@H](C)CO)C(=O)c2cc(NC(=O)CCN3CCOCC3)ccc2O[C@H]1CN(C)S(=O)(=O)c1cccs1	-2[25 µM]
COCCN(CC1CCCN(C2Cc3ccccc3C2)C1)C(=O)c1cccc(C)c1 (stereo unspecified)	-13
CCCNC(=O)C1(C)CCCN(Cc2ccc(-c3ccccc3)cc2)C1 (stereo unspecified)	13
O=S(=O)(NCC(c1ccco1)N1CCc2ccccc21)c1ccccc1 (stereo unspecified)	5
CC(C)COc1cccc(C(=O)N(C)CC(=O)Nc2cccc3ccccc23)c1	12
C/C=C/c1ccc([C@H]2[C@@H](CO)N(C(=O)c3cccnc3)[C@H]2C#N)cc1	-3[25 µM]
O=C(C1CCCN(Cc2ccc3c(c2)OCO3)C1)N1CCCC1 (stereo unspecified)	12
CC(=O)Nc1ccc2c(c1)N(C(=O)CN(C)C)c1ccccc1CC2	3
COc1ccc(NC(=O)CCOc2ccccc2F)cc1S(=O)(=O)N1CCCCC1	10
C[C@H]1CC=CC[C@H](c2ccccc2)NC(=O)[C@H](C)N(C)C(=O)c2ccccc2O1 (mixture of isomers)	3[25 µM]
N#CCC(N)=C(C#N)C#N	13
COc1ccc(N2COC3c4cccc5cccc(c45)C32)cc1 (stereo unspecified)	-47
C[C@@H]1CN([C@@H](C)CO)C(=O)c2c(c3ccccc3n2C)-c2ccccc2CO[C@H]1CN(C)C(=O)[C@@H](Cc1ccccc1)N(C)C	13[25 µM]
CCOc1cc(NC2CS(=O)(=O)CC2O)c(OCC)cc1NC(=O)c1ccccc1 (stereo unspecified)	26
O=C(c1cccnc1)N1CCN(S(=O)(=O)c2cccs2)CC1	0
Cc1ccc(S(=O)(=O)N(C)C[C@@H]2OCCCC[C@@H](C)Oc3ccc(NC(=O)c4ccncc4)cc3C(=O)N([C@@H](C)CO)C[C@@H]2C)cc1	10[25 µM]
Cc1ccc(S(=O)(=O)NCCC(=O)NNC(=O)c2ccccc2Cl)cc1C	-5
Cn1c(=O)c2c(nc(Br)n2CC(=O)C23CC4CC(CC(C4)C2)C3)n(C)c1=O	7
COc1ccc2c3c(n(C)c2c1)[C@H](CO)N(C(=O)C1CC1)CC31CCN(C(=O)CN(C)C)CC1	0[25 µM]
COc1ccc(C(=O)O)cc1S(=O)(=O)NC(C)(C)C	13
COc1ccccc1N1CCN(CCCN2C(=O)C3CCCN3C2=O)CC1 (stereo unspecified)	-6
O=C(NCCS(=O)(=O)NCCCc1ccccc1)c1ccccc1	-2
O=C(Nc1ccc(N2CCCC2)c(Cl)c1)c1cccs1	-68
COc1ccccc1C(=O)N1CCc2ccccc21	2
c1csc(-c2nnc(SCc3cccc4ccccc34)o2)c1	-24
Cc1ccc(-c2cc(C(=O)Nc3c(C)n(C)n(-c4ccccc4)c3=O)c3ccccc3n2)cc1	0
CC1CN(S(=O)(=O)c2ccc(NC(=O)CCCN3C(=O)c4ccccc4C3=O)cc2)CC(C)O1 (stereo unspecified)	4
Cc1cccc(N(CC(=O)NCCSCc2ccco2)S(=O)(=O)c2ccccc2)c1	4
CO[C@@H]1CC[C@H]2CCOc3c(C#N)cccc3C(=O)N(C)C[C@@H](OC)[C@H](C)C(=O)N(C)C[C@@H]1O2	7[25 µM]
COc1ccc(C)cc1NS(=O)(=O)c1ccc(Cl)nc1	10
CC(NS(C)(=O)=O)C(c1cccs1)N1CCN(c2ccc(F)cc2)CC1 (stereo unspecified)	16
O=C(C1CCCN1C(=O)c1cccs1)N1CCN(S(=O)(=O)c2ccc(F)cc2)CC1 (stereo unspecified)	-4
CCOC(=O)C1=C(C)Nc2ccccc2N/C1=N\S(=O)(=O)c1cc(C(=O)O)ccc1Cl	5

Entries shown so far with a Cl atom, in the order listed:
SMILES	BL2 CD40 inh
CCn1c(C)[n+](Cc2ccccc2)c2ccc(Cl)cc21	8
CCCCNc1c(-c2cccc(SC3CCCCC3)c2)nc2ccc(Cl)cn12	-21
CC1(NC(=O)c2cc(Cl)nc3ccccc23)CCS(=O)(=O)C1 (stereo unspecified)	12
Cc1ccc(S(=O)(=O)NCCC(=O)NNC(=O)c2ccccc2Cl)cc1C	-5
O=C(Nc1ccc(N2CCCC2)c(Cl)c1)c1cccs1	-68
COc1ccc(C)cc1NS(=O)(=O)c1ccc(Cl)nc1	10
CCOC(=O)C1=C(C)Nc2ccccc2N/C1=N\S(=O)(=O)c1cc(C(=O)O)ccc1Cl	5

(list continues)
SMILES	BL2 CD40 inh
CC1CN(c2snnc2C=C2C(=O)OC(C)(C)OC2=O)CC(C)O1 (stereo unspecified)	3
CC1CC(NS(=O)(=O)c2cc3c4c(c2)CCN4C(=O)CC3)CC(C)(C)C1 (stereo unspecified)	11
COC(=O)C1C2CC(=O)C(C2)C1C(=O)OC (stereo unspecified)	-12
COc1cccc(-c2ccc3c(c2)[C@@H]2[C@@H](CCN2S(=O)(=O)c2cn(C)cn2)[C@@H](CO)N3)c1	-12[25 µM]
CC(C)OC(=O)N(C)C[C@H]1OCc2cnnn2CCCC(=O)N([C@@H](C)CO)C[C@H]1C	8[25 µM]
O=C(COc1ccccc1/C=C1\SC(=S)NC1=O)Nc1ccc(F)cc1	-36
Cc1nn(-c2ccccc2)c(C)c1NC(=O)COc1ccc([N+](=O)[O-])cc1	-2
C=CCN(c1ccccc1)S(=O)(=O)c1cccc(C(=O)NC2CCC(O)CC2)c1 (stereo unspecified)	17
O=C(C[C@H]1C[C@@H]2c3cc(NC(=O)NC4CCCC4)ccc3O[C@@H]2[C@H](CO)O1)NCc1ccccc1F	-10[25 µM]
CCC(C)N(C(=O)CSc1nnc2ccccn12)C1CCS(=O)(=O)C1 (stereo unspecified)	6
COc1ccc(/C=C/c2cc[n+](C(=O)Cc3ccccc3)cc2)cc1	21
Cc1c(/C=N/N=C2\CCC3C4CCc5cc(O)ccc5C4CCC23C)cnn1C (stereo unspecified)	3
CCC1(CC)NC(=O)N(CC(=O)N2CCc3ccccc32)C1=O	-1
CC(=O)N1CCN(C23CC4CC(CC(C4)C2)C3)CC1	0
CNc1nc(Cl)nc(Nc2ccccc2)n1	-7
CC1C=NC(S(=O)(=O)N2CC[C@@H]3[C@@H](CO)N(C)c4ccc(-c5ccccc5F)cc4[C@@H]32)=N1 (stereo partly specified)	5[25 µM]
CCOC(=O)C(C)n1cnc2sc(C)c(C)c2c1=O (stereo unspecified)	-1
COc1cccc(CN2[C@@H](CO)[C@@H]3c4ccccc4N(C(=O)CC(F)(F)F)C[C@@H]32)c1	-7[25 µM]
CCc1ccc2nc(N)sc2c1	-33
COc1ccc(S(=O)(=O)N2CCOCC2)cc1NC(=O)CN1CCCC1	2
O=C(Nc1ccccc1)C(=O)Nc1ccc2c(c1)N(C(=O)C1CC1)CCC2	16
Cn1c(=O)c2[nH]c(NN=Cc3ccccc3)nc2n(C)c1=O	-2
Cn1nccc1C(=O)Nc1ccc2c(c1)OCO2	-81
Cc1ccc(Cl)c(OCC(=O)OC(C)C(=O)NC2CC2)c1 (stereo unspecified)	-2
CN(C(=O)CSc1nc2[nH]ncc2c(=O)[nH]1)c1ccccc1	4
COc1ccc(Cl)cc1NC(=O)COC(=O)c1ccc(Br)o1	4
COc1ccc(-c2ccc(C3[C@H]4CNC[C@@H]3N4C(=O)Nc3ccc(F)cc3)cc2)cc1 (stereo partly specified)	9&-6
COc1ccc(/C=N/N=C2/SCC(=O)N2Cc2ccccc2)cc1	-133
COc1ccc(NC(=O)N[C@@H](CCSC)C(=O)O)cc1OC	3
COc1ccc2c3c([nH]c2c1)[C@H](CO)N(C(=O)Nc1ccc(F)cc1)CC31CCN(C(=O)Cc2ccncc2)CC1	5[25 µM]
O=C(NC1CCCc2ccccc21)c1ccc2c(c1)OCO2 (stereo unspecified)	-10
CCc1noc(C)c1C(=O)N(C)CC(=O)Nc1ccc(F)c(F)c1F	24
CC(=O)Nc1cc(-c2cccc(C(=O)N(C)C)c2)cn2c(-c3ccccc3)cnc12	1
CN(c1ccccc1)S(=O)(=O)c1nnc(NC(=O)COc2ccccc2)s1	6
COc1ccccc1-c1ccc2n(c1=O)C[C@@H]1[C@@H](CO)[C@H](C(=O)N[C@@H](C)c3ccccc3)[C@H]2N1C	-12[25 µM]
c1ccc2[nH]c(NCCN3CCOCC3)nc2c1	-80
O=c1c2ccccc2c2c(O)nc(-c3ccccc3)n2n1Cc1ccccc1	3
CS(=O)(=O)N(CC(=O)O)c1ccc2c(c1)OCO2	6
O=C(Nc1ccc(Cl)cc1F)c1ccc2c(c1)C(=O)N(Cc1ccncc1)C2=O	-1
COc1ccc(NC(=O)N2C[C@@H]3[C@H](c4ccccc42)[C@@H](CO)N3C(=O)C2CC2)cc1	-1[25 µM]
COc1ccccc1C(=O)NCCC(=O)N1CCCCCCC1	0
O=C(COC(=O)c1ccco1)c1ccc2ccccc2c1	-91
Cc1noc(NS(=O)(=O)c2ccc(N3Cc4ccccc4C3=O)cc2)c1C	4
CCOC(=O)c1c(C)[nH]c(C(=O)COC(=O)CCNS(=O)(=O)c2ccc(NC(C)=O)cc2)c1C	1
COC(=O)Cc1csc(N)n1	14
Cc1ccc(CN2CCN(Cc3cnn(-c4ccc(F)cc4)c3)CC2CCO)o1 (stereo unspecified)	5
COC(=O)c1[nH]c2c(c1C)C(=O)CCC2	21
CN(CC(=O)Nc1ccc(Cl)cc1)CC(=O)N1CCc2ccccc21	4

An excerpt of these results, as a markdown table.
| Molecule | BL2 CD40 inh |
| --- | --- |
| CCCNC(=O)C1(C)CCCN(Cc2ccc(-c3ccccc3)cc2)C1 (stereo unspecified) | 13 |
| CC(NS(C)(=O)=O)C(c1cccs1)N1CCN(c2ccc(F)cc2)CC1 (stereo unspecified) | 16 |
| COc1cccc(CN2[C@@H](CO)[C@@H]3c4ccccc4N(C(=O)CC(F)(F)F)C[C@@H]32)c1 | -7[25 µM] |

In another format: 3 of the compounds above
Molecule: CN(CC(=O)Nc1ccc(Cl)cc1)CC(=O)N1CCc2ccccc21
  BL2 CD40 inh = 4

Molecule: O=C(Nc1ccc(Cl)cc1F)c1ccc2c(c1)C(=O)N(Cc1ccncc1)C2=O
  BL2 CD40 inh = -1

Molecule: CS(=O)(=O)N(CC(=O)O)c1ccc2c(c1)OCO2
  BL2 CD40 inh = 6

Carrying on.
SMILES	BL2 CD40 inh
C[C@@H]1CN([C@@H](C)CO)C(=O)Cc2cc(NC(=O)Nc3ccc4c(c3)OCO4)ccc2O[C@H]1CN(C)C(=O)NC1CCCCC1	1
CCOC(=O)c1c(-c2cccc([N+](=O)[O-])c2)cn2ccccc12	0
CCCn1c(N)c(NCCN2CCOCC2)c(=O)[nH]c1=O	2
COc1ccc(-c2cc(C(=O)Nc3ccccc3F)on2)cc1	-50
O=C(COC(=O)C1CC2C=CC1C2)NCCc1ccccc1 (stereo unspecified)	10
CCOC(=O)C1(Cc2ccc(Cl)cc2)CCN(C2CCC2)CC1	-2
COc1ccccc1C(=O)C1CCCN(C(=O)c2ccco2)C1 (stereo unspecified)	-6
O=C(C[C@@H]1CC[C@H]2[C@@H](COC[C@H](O)CN2C(=O)c2cnccn2)O1)NCc1ccc(Cl)cc1	-18[25 µM]
O=C(N[C@@H]1CC[C@H](CCNS(=O)(=O)c2ccc(F)cc2)O[C@H]1CO)C1CCC1	-6[25 µM]
O=C(c1cc(-c2ccccc2)on1)N1CCN(Cc2ccc3c(c2)OCO3)CC1	9
O=C(Cc1ccccc1)N1C[C@@H]2[C@H](c3ccccc31)[C@H](CO)N2C(=O)C1CCOCC1	9[25 µM]
CC(C)NC(=O)Nc1ccc2c(c1)CC(=O)N(C)C[C@H](C)[C@@H](CN(C)C(=O)OC(C)(C)C)O2	5
CC(=O)c1ccc(NC(=O)CCCN2C(=O)C(c3ccccc3)Oc3cccnc32)cc1 (stereo unspecified)	5
CCOC(=O)C1=C(C)N(c2ccccc2)C(=O)C1	0
c1cncc(-c2nc(-c3ccc4c(c3)OCO4)cs2)c1	-115
Cn1cc(SCC(=O)NCCc2ccccc2)c2ccccc21	1
C[C@@H]1CN([C@H](C)CO)C(=O)c2cc(NC(=O)Nc3ccc4c(c3)OCO4)ccc2O[C@@H](C)CCCCO[C@@H]1CN(C)S(=O)(=O)c1ccccc1	-10[25 µM]
CCNC(=O)[C@@H]1[C@@H](CO)[C@@H]2Cn3c(ccc(-c4cccc(F)c4)c3=O)[C@@H]2N1C(=O)Cc1cccnc1	-2[25 µM]
COC(=O)CCCn1nc(NC(=O)c2ccco2)cc1C	-10
O=C(C[C@H]1C[C@@H]2c3cc(NC(=O)NC4CCCCC4)ccc3O[C@@H]2[C@@H](CO)O1)NCc1ccncc1	5

Source: PubChem BioAssay
